RXFP1 antag: qHTS Assay for Antagonists of the Relaxin Receptor RXFP1. HEK293-RXFP1, relaxin-stimulated cAMP HTRF, 30 min; hits give low values. activity change, negative = inhibition, % at 57.5 µM. Relaxin receptor 1 (Homo sapiens), Q9HBX9. 0.59% of 350,000 active;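 active means activity change of -60% or lower, but not beyond a set lower limit; inconclusive means change between -60% and -40%, or beyond the set limit; inactive means change above -40%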; further: on the % scale 0 is the no-effect control and ±100 the full control effect
Target sequence (Q9HBX9 whole entry, looked up): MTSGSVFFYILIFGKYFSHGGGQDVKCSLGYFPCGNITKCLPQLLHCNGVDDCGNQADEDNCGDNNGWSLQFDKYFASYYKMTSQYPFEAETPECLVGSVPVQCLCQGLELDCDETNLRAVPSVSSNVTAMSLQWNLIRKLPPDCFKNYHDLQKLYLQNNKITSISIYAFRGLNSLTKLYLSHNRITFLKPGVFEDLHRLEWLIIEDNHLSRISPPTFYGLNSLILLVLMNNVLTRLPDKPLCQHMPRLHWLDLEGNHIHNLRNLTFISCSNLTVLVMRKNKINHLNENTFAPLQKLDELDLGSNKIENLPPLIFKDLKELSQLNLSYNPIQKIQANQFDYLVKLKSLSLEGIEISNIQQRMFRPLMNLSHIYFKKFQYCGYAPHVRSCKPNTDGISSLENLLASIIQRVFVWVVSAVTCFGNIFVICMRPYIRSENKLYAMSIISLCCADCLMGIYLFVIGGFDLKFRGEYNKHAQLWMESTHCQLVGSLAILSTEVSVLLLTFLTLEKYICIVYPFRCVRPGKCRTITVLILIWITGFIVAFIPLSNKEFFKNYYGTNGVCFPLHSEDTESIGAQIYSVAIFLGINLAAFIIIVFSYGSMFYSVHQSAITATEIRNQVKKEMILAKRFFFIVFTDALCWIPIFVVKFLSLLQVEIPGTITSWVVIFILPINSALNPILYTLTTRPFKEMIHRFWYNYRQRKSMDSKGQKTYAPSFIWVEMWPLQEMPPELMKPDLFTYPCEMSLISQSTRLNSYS
RXFP1 ag: qHTS Assay for Agonists of the Relaxin Receptor RXFP1 | Relaxin receptor 1 (Homo sapiens), Q9HBX9 | HEK293T-RXFP1 cAMP TR-FRET, 30 min; response scale: percent of porcine relaxin response, buffer zero | Potency, µM (titrated, usually from 57.5 µM), inactives show top-dose activation, most hits filed as activators | 0.3% of 370,000 active; further: potency means the concentration at half of the fitted maximal effect; on the % scale 0 is the no-effect control and ±100 the full control effect; nearly all actives have a fitted effect of over 60% in size; many of its hits are not listed in these tables
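cAMP rise read by TR-FRET after 30 min, 37C compound exposure (up to 58 uM) in RXFP1-transfected HEK293 cells with Ro 20174 present. EC50 from Hill-equation fits, with 29 nM porcine relaxin as 100% and buffer as basal.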
D1 PAM: Potentiators of Human D1 Dopamine Receptor: qHTS; 0.036% of 360,000 active; potentiation, % at 10 µM; HEK293 TREx D1 cells, calcium flux, dopamine EC20 potentiation; AID 504651, 2011; D(1A) dopamine receptor (Homo sapiens), P21728; in the data active means potentiation above about 30%; further: 0% is about no effect
Anesthetic bind: qHTS Assay for Identification of Novel General Anesthetics. Ferritin light chain (Equus caballus), P02791. apoferritin/1-aminoanthracene competitive binding, fluorescence. Potency, µM (highest dose often 77.5 µM), without a hit: at the top dose activity change, negative = displacement, actives largely listed as inhibitors. 0.074% of 350,000 active. AID 485281, 2010; further: potency means the concentration at half of the fitted maximal effect; on the % scale 0 is the no-effect control and ±100 the full control effect; nearly all actives have a fitted effect of over 20% in size
Target sequence (P02791 2-175 limits assumed): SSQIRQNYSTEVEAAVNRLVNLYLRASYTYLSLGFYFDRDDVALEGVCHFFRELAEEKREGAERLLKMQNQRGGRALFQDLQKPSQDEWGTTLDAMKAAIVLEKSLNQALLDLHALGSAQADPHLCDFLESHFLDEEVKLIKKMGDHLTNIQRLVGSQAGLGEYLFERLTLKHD
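10 uM apoferritin + 50% sat. 1-AMA, PBS; cpd 10 min RT; Ex380/Em535 endpoint; normalized to free probe vs complex; 4-param Hill fit; propofol titration as pos. ctrl.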
D1 antag: Antagonist of Human D 1 Dopamine Receptor: qHTS | D(1A) dopamine receptor (Homo sapiens), P21728 | HEK293 TREx D1 cells, calcium flux, dopamine EC80; hits give low values | activity change, negative = inhibition, % at 10 µM | 3.2% of 360,000 active; in the data active means activity change below about -30%; further: on the % scale 0 is the no-effect control and ±100 the full control effect
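Tetracycline-induced HEK293 T-REx cells with force-coupled D1 receptor were loaded with a no-wash calcium dye. Compound was added after a 10 s baseline and read kinetically for 180 s; EC80 dopamine was then added and calcium flux followed another 180 s.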
D2 PAM: HTS Assay for Positive Allosteric Modulators of the Human D2 Dopamine Receptor: Primary Screen for Potentiators; D(2) dopamine receptor (Homo sapiens), P14416; HEK293 T-REx D2, calcium flux, EC20 dopamine potentiation; potentiation, % at 10 µM; 0.34% of 340,000 active;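 active means potentiation over 3 SD above the plate norm, cut at about 30% in these data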; further: 0% is about no effect
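Cells plated with tetracycline inducer and held overnight at 30 C; calcium dye loaded 30–90 min at room temperature; baseline taken, compound added and read 180 s; EC20 dopamine then added and read 180 s.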
D1 agonist: Allosteric Agonists of the Human D1 Dopamine Receptor: qHTS; D(1A) dopamine receptor (Homo sapiens), P21728; HEK293 T-REx D1 cells, calcium flux, agonist mode; activation, % at 2 µM; 1% of 360,000 active; AID 504660, 2011; in the data active means activation above about 30%; further: 0% is about no effect
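Tetracycline-induced HEK293 TREx D1 cells, force-coupled to calcium signalling, were dye-loaded with a no-wash calcium kit. Compound was pin-added after a 10 s baseline. Fluorescence was read kinetically at 1 cycle/s for 180 s, with calcium rises flagged as agonism.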
TRHR PAM: qHTS for Small Molecule Agonists and Allosteric Enhancers of Human TRH Receptor: Primary Screen for Enhancers. Thyrotropin-releasing hormone receptor (Homo sapiens), P34981. TRHR cells, fluo-8 calcium fluorescence, EC20 TRH enhancement. enhancement, % at 2 µM. 0.66% of 360,000 active. AID 493056, 2011; in the data active means enhancement above about 30%; further: 0% is about no effect
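TRHR-expressing cells loaded with fluo-8 calcium dye were read kinetically (ex 480/em 530) during compound addition, then stimulated with an EC20 of TRH (10 nM final). Enhancement of the Gq-mediated intracellular calcium response was scored.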
TRHR ag: qHTS for Small Molecule Agonists and Allosteric Enhancers of Human TRH Receptor: Primary Screen for Agonists. activation, % at 2 µM. 0.18% of 360,000 active. TRHR cells, calcium flux fluo-8, FDSS agonist mode; in the data active means activation above about 30%; further: 0% is about no effect
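TRHR-expressing cells, plated overnight in medium with 10% serum, were loaded with fluo-8 calcium dye at room temperature. After a 10 s baseline, library compound was pin-added and calcium release was recorded kinetically (ex 480/em 530) as agonist response.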
* hit, by the source's call; ? = inconclusive; . = not tested or not shown; & = joins results of further samples; ! = not active in a repeat; [ ] = remark or other dose. Unless noted, the call rests on the fitted dose curve; in most records, active means well fitted curve in the direction sought with a large enough effect; inconclusive means small, poorly fitted or top-dose-only effect, or another doubt; inactive means no such curve, though single readings can be large; an effect the other way counts as inactive or inconclusive. An excerpt, so the mix of outcomes need not match the whole.

Field names: A = RXFP1 antag; B = RXFP1 ag; C = D1 PAM; D = Anesthetic bind; E = D1 antag; F = D2 PAM; G = D1 agonist; H = TRHR PAM; I = TRHR ag
CC(C)CCC(C)NC(=O)c1ccc2nccnc2c1 (centres undefined)
  A: -2; B: 4.6%; C: 2; D: -7%; E: 19; F: 37*; G: 9; H: 18; I: -0.7
CC1CCCCC1NC(=O)COC(=O)CNC(=O)c1cccc(F)c1 (centres undefined)
  A: -6; B: -2.2%; C: 0; D: -15%; E: 0; F: 8; G: -3; H: -4; I: -0.4
COc1cccc(CNC(=O)C2CCN(S(=O)(=O)c3ccc4c(c3)CC(C)N4C(=O)C3CC3)CC2)c1 (centres undefined)
  A: -4; B: -0.4%; C: 0; D: -6%; E: -8; F: 5; G: 2; H: -2; I: 0.7
Cc1ccccc1NC1=C/C(=N\S(=O)(=O)c2ccc(C(=O)O)cc2)c2ccccc2C1=O
  A: 1; B: -4.0%; C: .; D: -13%; E: 16; F: 10; G: 1; H: -3; I: 0.6
Cc1ccc(NC(=O)C2=C(O)c3ccccc3N(C)S2(=O)=O)cc1
  A: -2; B: -0.3%; C: 1; D: -2%; E: -3; F: 5; G: 0; H: -4; I: -0.2
Cc1cccc(N2C(=O)CC(N3CCOCC3)C2=O)c1 (centres undefined)
  A: -12; B: 0.7%; C: 1; D: -6%; E: -9; F: 1; G: -2; H: 0; I: 0.4
O=C(NCc1ccccc1)N1CCN(c2ccccc2F)CC1
  A: -9; B: 0.3%; C: -7; D: -2%; E: -7; F: 6; G: 1; H: 2; I: 0.0
Cn1c(C(=O)NCCCN2CCN(c3ccccc3F)CC2)cc2c(=O)n(C)c3ccccc3c21
  A: -17; B: 0.2%; C: .; D: -3%; E: -4; F: -21; G: -1; H: -4; I: -0.1
O=C(CCCc1ccccc1)NC1CC(=O)N(c2ccc(Cl)cc2)C1 (centres undefined)
  A: -29; B: 1.2%; C: 0; D: -7%; E: .; F: 14; G: -2; H: -4; I: -0.2
O=C(COC(=O)CCOc1ccccc1)NCc1ccco1
  A: .; B: -0.6%; C: -1; D: -21%; E: 31; F: -4; G: 1; H: -2; I: -0.5
COc1ccc(NC(=O)CSc2nc(=O)n(CCN3CCOCC3)c3c2CCC3)cc1
  A: -10; B: 0.2%; C: -2; D: .; E: 16; F: -5; G: -1; H: -1; I: -0.1
COc1cc(OC)cc(C(=O)NNC(=O)NC2CCCCC2)c1
  A: 5; B: 0.4%; C: 4; D: 0%; E: 13; F: 9; G: -2; H: -3; I: 0.2
CCOC(=O)C(C)(C)Sc1nc2c(cnn2-c2ccc(C)cc2)c(=O)[nH]1
  A: 7; B: 0.3%; C: -5; D: -15%; E: -21; F: -11; G: 1; H: -3; I: -0.2
NC1=NC[C@@H](Cc2ccc(O)cc2)N1CCc1cccc(F)c1
  A: .; B: 1.0%; C: -6; D: -4%; E: -10; F: -9; G: 2; H: 3; I: 0.3
Cc1ccc(NC(=O)CSc2ccccc2NC(=O)c2ccccc2)cc1Cl
  A: 1; B: 0.9%; C: -7; D: -10%; E: 12; F: -4; G: 1; H: 4; I: 0.6

Profiles, quoted from the list.
Results for COc1cccc(CNC(=O)C2CCN(S(=O)(=O)c3ccc4c(c3)CC(C)N4C(=O)C3CC3)CC2)c1 (centres undefined) = RXFP1 antag = -4; RXFP1 ag = -0.4%; D1 PAM = 0; Anesthetic bind = -6%; D1 antag = -8; D2 PAM = 5; D1 agonist = 2; TRHR PAM = -2; TRHR ag = 0.7
Results for NC1=NC[C@@H](Cc2ccc(O)cc2)N1CCc1cccc(F)c1 = RXFP1 antag = .; RXFP1 ag = 1.0%; D1 PAM = -6; Anesthetic bind = -4%; D1 antag = -10; D2 PAM = -9; D1 agonist = 2; TRHR PAM = 3; TRHR ag = 0.3

Next part:
Field names: A = RXFP1 antag; B = RXFP1 ag; C = D1 PAM; D = Anesthetic bind; E = D1 antag; F = D2 PAM; G = D1 agonist; H = TRHR PAM; I = TRHR ag
O=C1c2ccccc2NC2(CCCC2)N1N=C1CCCC1
  A: 13; B: -0.3%; C: -3; D: 8%; E: 10; F: 0; G: 0; H: 0; I: 0.1
COc1cccc(N2CCN(C(=O)c3nc(-c4ccc(Cl)cc4)n4c3CCCCC4)CC2)c1
  A: -9; B: 3.4%; C: -3; D: 18%; E: 11; F: 0; G: 1; H: -17; I: 0.2
COc1ccc(-n2nc3c(N4CCC(C(=O)NCc5ccccc5C)CC4)nnc(C)c3c2C)cc1
  A: 39&11; B: 8.8%&11%; C: 12&0; D: -16%&-13%; E: -2&23; F: 3&12; G: 76*!; H: -14&8; I: -0.1&-0.7
CCCn1ccc2c(OCC(=O)NCc3ccc(F)cc3)cccc2c1=O
  A: .; B: -0.9%; C: 2; D: -15%; E: .; F: 0; G: -4; H: 0; I: -0.3
COc1ccc(-c2cc(C(C)=O)c(C)n2CCC(=O)Nc2ccc(C)cc2Cl)cc1
  A: -12; B: -0.9%; C: -4; D: -9%; E: 26; F: 14; G: 0; H: 2; I: -0.8
CCc1nc2ccc(C(=O)N(C)CC(=O)Nc3ccc(Cl)c(C(F)(F)F)c3)cc2nc1CC
  A: -3; B: -0.5%; C: -5; D: .; E: 18; F: -12; G: 6; H: 2; I: 1.2
O=C(NCc1cccs1)c1cc(-c2ccccc2)nc2ccccc12
  A: 0; B: 0.3%; C: -1; D: -4%; E: 5; F: -16; G: 4; H: -4; I: -0.3
COCCNS(=O)(=O)c1cc(OC)ccc1OC
  A: -10; B: 5.6%; C: 4; D: 0%; E: .; F: -6; G: 0; H: -6; I: 0.9
CC(/C=C1\SC(=S)N(C(C(=O)O)C(C)C)C1=O)=C\c1ccccc1 (centres undefined)
  A: 0; B: -1.4%; C: -7; D: ?; E: -7; F: 27; G: 2; H: -12; I: -0.2
O=S(=O)([O-])CCC[n+]1ccc(Oc2ccccc2)cc1
  A: 4; B: 4.9%; C: 1; D: 2%; E: -8; F: 10; G: 9; H: 11; I: 0.3
CC(C)CC(=O)NC(NCC1CCCO1)C(Cl)(Cl)Cl (centres undefined)
  A: -19; B: 0.0%; C: -5; D: -1%; E: -4; F: 0; G: 2; H: -4; I: 0.1
CCc1sc(-c2ccccc2)nc1C(=O)OC
  A: 4; B: 5.3%; C: -11; D: 1%; E: -15; F: 8; G: 2; H: 3; I: 0.6
CC1(C)CC(=O)c2cnc(N3CCc4ccccc4C3)nc2C1
  A: -7; B: 2.3%; C: -5; D: -13%; E: -7; F: 19; G: 3; H: 1; I: -0.6
CCCC(=O)Oc1ccc(C2NC(=O)c3ccccc3O2)cc1OC (centres undefined)
  A: 2; B: -1.4%; C: -9; D: ?; E: -13; F: -15; G: 4; H: 0; I: 0.4
CC1(C)OC(=O)N(c2ccccn2)C1(C)O (centres undefined)
  A: -2; B: -5.3%; C: 3; D: -8%; E: 2; F: 4; G: 4; H: 1; I: 0.0
Cc1ccc(C(=O)NCCCNC(=O)COc2ccc(C)c(C)c2)cn1
  A: 1; B: 4.2%; C: -7; D: -6%; E: -5; F: -8; G: 4; H: 7; I: -1.6
COCCc1nc2ccc(C(=O)N(C)Cc3cccc(-n4cccn4)c3)cc2o1
  A: 3; B: -0.4%; C: -5; D: -19%; E: -7; F: -8; G: 6; H: 0; I: 0.1
COc1ccc(C(CNC(=O)c2oc3ccc(Cl)cc3c2C)N2CCCCC2)cc1 (centres undefined)
  A: 6&-12; B: 2.6%&0.9%; C: 6&0; D: 2%&55%; E: 21&-3; F: -14&-26; G: 3&10; H: 2&3; I: 0.0&1.4
O=C(CSc1nnc(CNC(=O)c2cccs2)o1)Nc1ccc2c(c1)OCO2
  A: 7; B: 1.7%; C: -2; D: -15%; E: -36*; F: -3; G: -2; H: -1; I: 0.1
N#C/C(=C\c1ccc(Cl)c([N+](=O)[O-])c1)c1ccccn1
  A: -27; B: -2.5%; C: -8; D: -15%; E: .; F: .; G: -2; H: 8; I: -0.8
NC(=O)c1cc(NC(=O)CCNS(=O)(=O)c2cccc(C(F)(F)F)c2)cc(C(N)=O)c1
  A: -14; B: -0.2%; C: -3; D: 2%; E: 8; F: -15; G: 3; H: -2; I: 0.4
CCN(C(=O)Cn1c(=O)oc2cc(S(=O)(=O)N3CCCC3)ccc21)c1cccc(C)c1
  A: 3; B: 0.1%; C: -2; D: -7%; E: 2; F: -5; G: 0; H: -5; I: -1.0
COc1ccc(Nc2nc(C)cc(C)c2C(N)=O)c(OC)c1
  A: -8; B: -0.8%; C: -8; D: 3%; E: -11; F: 17; G: 5; H: 2; I: -0.8
CCN(CC)S(=O)(=O)c1ccc(-c2csc(=Nc3cccc(C(F)(F)F)c3)n2Cc2ccc3c(c2)OCO3)cc1
  A: .; B: 5.1%; C: -5; D: 38%[activator]; E: 15; F: 1; G: 4; H: 3; I: -3.3
Cc1ccccc1Cn1nnc2c(=O)[nH]c(C3CCN(C(=O)c4ccccc4)CC3)nc21
  A: -9; B: 0.8%; C: -1; D: -9%; E: 3; F: 1; G: 0; H: -1; I: -0.1
C/C(CC(=O)NC(C)(C)C)=N\NC(N)=S
  A: -16; B: 2.4%; C: -4; D: -5%; E: 5; F: 2; G: 4; H: -16; I: -1.0
CN1CCCC(OC(=O)c2ccc3c(c2)OCCO3)C1 (centres undefined)
  A: .; B: -0.6%; C: -5; D: 4%; E: 6; F: 27; G: 2; H: 7; I: 0.9
COc1cc(S(=O)(=O)N2CCOCC2)ccc1NC(=O)CSc1n[nH]c(=O)[nH]c1=O
  A: 3; B: 15%; C: -4; D: 1%; E: 7; F: 6; G: 2; H: -3; I: 0.4
CC(=O)OC(C)(CCC(C)(OC(C)=O)C(C)=O)C(C)=O (centres undefined)
  A: .; B: -0.9%; C: 1; D: -9%; E: -3; F: -10; G: 3; H: -8; I: 1.1
Clc1ccccc1-c1ccc2ncnc(NCc3cccnc3)c2c1
  A: .; B: 0.5%; C: -9; D: .; E: -16; F: .; G: 3; H: 2; I: 0.0
CCCCNC(=S)N/N=C1\C(=O)c2cccc3cccc1c23
  A: -15; B: 0.8%; C: 11; D: -7%; E: 4; F: -9; G: 2; H: -3; I: -0.5

From PubChem BioAssay
